Bim-Bcl-B – inhibitors of Bim-Bcl-B interaction, human; Q9HD36; bead-based flow cytometry, Bim peptide-Bcl-B binding; inhibition, % at 10 µM; 190,000 compounds, 0.073% hits; AID 951;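 note: 0% = tracer peptide without compound and 100% = reference inhibitor peptide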
RGS4-Gao reg – modulates binding of RGS4 to human Galphao. P09471. Multiplexed bead flow cytometry; actives lie on both sides. binding response (% of control), % at 10 µM. 220,000 compounds, 0.33% hits; in the data active = binding response below about 49% or above about 150%; inactive = in between;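 note: fluorescent Galphao activated with aluminum fluoride binding bead-coupled RGS4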
Target sequence (P09471 whole entry, looked up): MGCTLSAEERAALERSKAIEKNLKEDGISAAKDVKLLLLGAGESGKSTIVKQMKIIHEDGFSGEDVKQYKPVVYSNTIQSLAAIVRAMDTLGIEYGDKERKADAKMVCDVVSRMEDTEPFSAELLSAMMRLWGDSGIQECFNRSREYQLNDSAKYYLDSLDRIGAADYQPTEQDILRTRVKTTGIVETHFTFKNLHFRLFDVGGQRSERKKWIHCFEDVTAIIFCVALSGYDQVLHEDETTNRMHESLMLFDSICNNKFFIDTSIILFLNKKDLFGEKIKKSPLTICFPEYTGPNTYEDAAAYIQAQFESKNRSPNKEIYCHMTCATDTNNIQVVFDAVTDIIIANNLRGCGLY
ABCB1 inh – inhibitors of human ABCB1 transporter, ABCG2 counter-screen | inhibition, % at 6.6 µM | 190,000 compounds, 0.067% hits | CCRF-Adr cells, JC-1 efflux, flow cytometry | AID 1326; in the data active = inhibition above about 40%;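 note: 0% = vehicle and 100% = reference inhibitor; higher value means more JC-1 retained so stronger ABCB1 efflux block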
RGS8-Gao reg – human RGS8-Galphao interaction regulation; multiplexed bead flow cytometry, RGS8-Galphao binding; actives lie on both sides; response (percent of control binding), % at 10 µM; 220,000 compounds, 0.34% hits; AID 1423; in the data active = response below about 60% or above about 140%; inactive = in between;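 note: Galphao activated as the GDP aluminium fluoride complex binding bead-coupled RGS8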
Bim-Bcl-2 – inhibitors of Bim-Bcl-2 interaction, human; P10415; Bead-based flow cytometry, Bim peptide-Bcl-2 binding; AID 950; 190,000 compounds, 0.06% hits; inhibition, % at 10 µM; in the data active = inhibition above about 40%; inconclusive = no clear call, values can overlap the other calls;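 note: 0% = no compound wells with probe peptide and 100% = reference peptide inhibitor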
RGS7-Gao – human RGS7-Galphao interaction regulation. 220,000 compounds, 0.35% hits. Multiplexed bead flow cytometry, RGS7-Galphao binding; actives lie on both sides. binding response (% of control), % at 10 µM. P09471; in the data active = binding response below about 49% or above about 150%; inconclusive = no clear call, values can overlap the other calls; inactive = in between;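 note: fluorescent Galphao held in activated GDP-AlF4 state binding bead-coupled RGS7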
GSH bead fluor – compound fluoresces at 488/530 nm on GSH beads | 190,000 compounds, 0.25% hits | GSH beads flow cytometry, compound fluorescence 488/530 nm; stronger effect = higher value | fluorescence (KMESF) at 10 µM | AID 1776; in the data active = fluorescence above about 89;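 note: glutathione beads carrying GST-tagged Bcl family fusion proteins plus one bare bead set; values are compound well signal with DMSO vehicle wells as background; inactives centre near 16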
Bcl-W Bim block – inhibitors of Bim-Bcl-W interaction, human. bead-based flow cytometry, Bim peptide-Bcl-W binding. inhibition, % at 10 µM. 190,000 compounds, 0.02% hits. AID 952;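 note: 0% = bound tracer without compound and 100% = peptide blocker; higher means less fluorescent Bim peptide bound to Bcl-W beads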
Bim-Bfl-1 – human Bim-Bfl-1 interaction inhibition. Q16548. inhibition, % at 10 µM. AID 1008. 190,000 compounds, 0.12% hits. Bead-based flow cytometry, Bim-Bfl-1 binding inhibition;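 note: 0% = wells without compound plus tracer and 100% = blocker peptide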
Bcl-XL Bim block – inhibitors of Bim-Bcl-XL interaction, human | Bim peptide-Bcl-XL binding, bead flow cytometry, fluorescence | inhibition, % at 10 µM | 190,000 compounds, 0.04% hits
ABCG2 inh – inhibitors of human ABCG2 transporter, ABCB1 counter-screen; Q9UNQ0; IgMXP3 cells, JC-1 efflux, flow cytometry; inhibition, % at 6.6 µM; 190,000 compounds, 0.1% hits; AID 1325;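 active = inhibition above 80%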;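 note: 0% = DMSO and 100% = nicardipine control wells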
Target sequence (Q9UNQ0 whole entry, looked up): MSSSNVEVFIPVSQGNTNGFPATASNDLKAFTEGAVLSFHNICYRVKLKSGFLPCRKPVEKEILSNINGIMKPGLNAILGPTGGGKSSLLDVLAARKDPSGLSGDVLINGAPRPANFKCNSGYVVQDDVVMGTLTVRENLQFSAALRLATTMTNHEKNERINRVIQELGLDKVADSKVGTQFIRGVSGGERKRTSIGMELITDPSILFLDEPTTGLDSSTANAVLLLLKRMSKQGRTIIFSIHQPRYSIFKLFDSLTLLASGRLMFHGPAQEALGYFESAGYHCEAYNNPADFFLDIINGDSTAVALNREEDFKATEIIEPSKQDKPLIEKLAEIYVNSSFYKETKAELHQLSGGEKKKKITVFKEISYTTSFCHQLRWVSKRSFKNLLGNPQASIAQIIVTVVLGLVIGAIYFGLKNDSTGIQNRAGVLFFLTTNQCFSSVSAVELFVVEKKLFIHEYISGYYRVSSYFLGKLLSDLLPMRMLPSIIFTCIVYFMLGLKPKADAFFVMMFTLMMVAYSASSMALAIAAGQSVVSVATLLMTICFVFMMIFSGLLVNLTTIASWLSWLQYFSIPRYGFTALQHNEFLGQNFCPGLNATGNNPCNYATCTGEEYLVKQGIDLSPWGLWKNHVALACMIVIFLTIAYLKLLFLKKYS
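Test system: IgMXP3 cells (ABCG2) mixed with DDAO far-red-labelled CCRF-Adr cells (ABCB1). Reagent: JC-1 transporter substrate. Compound dosing: single test compound dose, 6.6 µM final. Times: 10 min compound exposure, 25 °C. Detection: flow cytometry of retained JC-1 fluorescence. Read-out basis: efflux inhibition in percent versus controls. Controls: nicardipine and DMSO wells.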
The depositor's hits bear a star; ? = inconclusive; nt = not tested or not shown. Cut-off read from the data, not from the text of the source, unless noted: active = inhibition above about 40%.

compound	Bim-Bcl-2	ABCB1 inh	RGS7-Gao	RGS4-Gao reg	Bcl-W Bim block	GSH bead fluor	Bcl-XL Bim block	Bim-Bcl-B	RGS8-Gao reg	ABCG2 inh	Bim-Bfl-1
CCOC(=O)N1CCN(C(=O)C(C)n2nc(C)n3c(cc4sccc43)c2=O)CC1 (configuration not stated)	-3	1.0	98	98	-2	65	-3	-4	97	0	-3
CCOC(=O)/C=C1\NC(=O)CS1	1	0.1	95	92	-5	16	-9	-3	98	0	-3
O=C(Oc1ccc(C(=S)N2CCOCC2)cc1Br)c1ccccc1F	3	0.6	101	97	0	4	-4	-22	94	1	9
CCCOC(=O)c1c(-c2ccc(C)cc2C)csc1NC(=O)C1C2CCC(O2)C1C(=O)O (configuration not stated)	-3	-1.1	101	88	-1	6	-2	0	96	-5	-3
CC(C)(Oc1ccc(Cl)cc1)C(=O)Nc1ccncc1	-2	0.9	99	98	-2	19	-1	-1	99	3	-3
Cc1cccc(NC(=O)c2oc3c(c2C)C(=O)CC(C)(C)C3)n1	0	0.9	99	97	-3	5	-3	-1	98	3	-1
COC(=O)C1=C(C)NC(C)=C(C(=O)OC)C1c1cc2cc(C)ccc2[nH]c1=O	-6	0.0	103	102	-2	12	-2	-4	103	0	-1
Cn1cnnc1SCC(=O)c1ccc2c(c1)OCO2	-4	0.2	96	97	-4	24	-1	1	93	3	-1
O=C(Nc1cccnc1)c1cccc(F)c1	3	0.5	92	96	0	7	0	-1	96	2	0
CCCCc1nn2c(N)c(/C=C3\C=Nc4ccccc43)c(=O)nc2s1	3	nt	97	98	-4	14	-4	-3	104	-2	0
CN(CC(=O)N1CCN(c2ccccn2)CC1)S(=O)(=O)c1ccc2ccccc2c1	1	0.4	99	101	0	22	0	0	101	1	1
O=C(NCCC1=CCCCC1)C1CCCN(S(=O)(=O)c2ccc(F)cc2)C1 (configuration not stated)	-15	1.3	102	98	-5	29	-12	-9	100	3	-18
CCc1nc(SCC(=O)N2c3ccccc3CC2C)c2c(C)c(C)sc2n1 (configuration not stated)	-18	2.5	96	95	20	18	11	0	98	17	-13
COCCNc1ccc(S(=O)(=O)N2CCCC2)cn1	-5	1.4	?	94	-2	12	-5	-3	96	12	-9
COc1cc2c(cc1NC(=O)c1ccc(C)c([N+](=O)[O-])c1)oc1ccccc12	-5	-1.0	103	98	-5	18	-13	-11	100	-2	-13
Nn1c(N2CCCCC2)nc2ccccc21	1	0.3	106	106	1	24	0	-1	114	7	0
COc1ccc(NC(=O)CSc2nnc(-c3ccoc3C)n2CC2CCCO2)cc1 (configuration not stated)	-11	0.5	102	103	-4	20	-7	-3	103	3	-3
O=C(CN1C(=O)C2CC=CCC2C1=O)NC1CCCc2ccccc21 (configuration not stated)	-4	nt	107	97	0	16	-4	0	105	nt	-10
Cc1cc(C(F)F)nn1CC(=O)N1CCSCC1	3	1.1	93	91	-5	67	0	3	75	1	10
CCOC(=O)C(Oc1ccc2c(-c3ccc(OC)cc3)cc(=O)oc2c1C)c1ccccc1 (configuration not stated)	-11	0.8	102	99	2	14	0	-8	99	3	-11
COC(=O)c1ccc(Oc2c(C(F)(F)F)oc3c(CN4CCN(C)CC4)c(O)ccc3c2=O)cc1	0	0.4	90	91	0	51	0	0	93	0	-4
COc1ccc(/C=N/NC(=O)CC(=O)NCCc2ccccc2)cc1OC	0	0.1	100	100	0	24	-5	-3	100	0	-11
Nc1nonc1NC(=O)CSc1ncccc1C(=O)O	-6	0.8	103	101	1	24	-3	-7	101	0	-15
Cc1ccccc1N1CN(Cc2ccco2)CNC1=S	-7	0.3	100	100	-3	17	-8	-12	102	1	-10
Cc1ccc(OCC(=O)Nc2ccccc2[N+](=O)[O-])c(Br)c1	0	0.6	103	100	-1	23	-4	-3	100	17	6
COc1ccccc1NC(=O)Nn1cnnc1	0	-0.1	91	93	0	242*	-2	3	95	0	1
COC(=O)C1=C(C)NC(=O)/C1=C\c1cc(C)n(-c2c(C)cccc2C)c1C	-5	-0.4	100	92	-2	25	-7	-10	100	2	-1
CC(=O)NCc1ccc(S(=O)(=O)N/N=C/c2ccc(N(C)C)cc2)cc1	-1	0.2	107	104	-3	6	-3	-7	108	0	-2
CN1CCC(N2CCCC(C(=O)O)C2)CC1 (configuration not stated)	6	0.4	101	106	4	13	2	0	107	1	2
CCC(=O)OC1c2ccccc2C(=O)N1Cc1ccccc1 (configuration not stated)	-1	0.5	93	94	-1	21	-2	-3	95	1	-6
CCOC(=O)N1CCC(N2C(=O)c3ccccc3C2Nc2ccc(S(=O)(=O)N(CC)CC)cc2)CC1 (configuration not stated)	4	2.0	94	97	3	10	2	4	98	-1	1
COc1ccc(C(C)=O)cc1CSc1nnc(C)s1	-2	0.3	94	94	0	5	-4	-7	98	1	-13
COc1ccc(S(=O)(=O)N2CCCC2C(=O)NCc2ccccc2Cl)cc1 (configuration not stated)	-3	-0.3	98	98	0	10	-3	-5	102	-2	-6
CCn1c(SCC(=O)N/N=C/c2ccc(C)o2)nnc1-c1ccc(C)cc1	-10	0.6	99	97	0	18	-4	-6	99	18	-15
Cc1ccc(C(=O)Cn2nnc3ccccc32)cc1C	-2	0.6	105	99	-3	24	7	-3	99	1	-3
O=C(c1ccc(=O)oc1)N1CCOCC1	0	-0.1	93	94	0	16	-1	0	95	-2	0
O=C(/C=C/c1cccc(C(F)(F)F)c1)Nc1cccc(C(F)(F)F)c1	-15	-0.1	100	101	-2	28	-5	-6	102	59	-21
O=C(COC(=O)c1c(F)cccc1F)Nc1ccc2[nH]c(=O)[nH]c2c1	6	-0.3	104	102	0	9	2	3	103	0	-1
CCOC(=O)CC(NC(=O)c1cccc2c1C(=O)N(Cc1cccnc1)C2)c1ccc(OC(C)C)cc1 (configuration not stated)	-9	29	109	101	-1	18	-1	-3	101	14	-7
c1coc(-c2ccnc(-n3cccc3)n2)c1	-1	0.2	?	94	0	10	-2	-1	97	6	-4
CCN(CC)c1ccc(/C=N/NC(=O)c2c[nH]c3ccccc23)cc1	0	-1.1	96	100	-1	8	-5	-8	100	-13	2
O=C(CN1c2cccc3cccc(c23)S1(=O)=O)NCc1ccc2c(c1)OCO2	-4	0.5	100	99	0	14	-6	-3	98	1	-1
CCOC(=O)c1c(N2C(=O)Nc3ccccc3N2O)n[nH]c1-c1cccc(Cl)c1	2	0.1	100	101	0	12	0	1	102	1	-5
CC(C)c1ccc(NC(=S)NCc2ccc3c(c2)OCO3)cc1	-5	0.6	126	119	-2	15	-5	-20	125	4	-5
O=C(O)CCC(=O)Nc1ccc(Cc2ccc(NC(=O)CCC(=O)O)c(O)c2)cc1O	-5	0.2	99	104	5	46	-5	-5	103	1	-8
NC(=O)c1cccnc1Sc1ccc(Cl)cc1	4	0.0	105	105	1	7	1	6	108	1	14
CCOC(=O)c1cc(CC)sc1/N=C/C1=C(O)CC(C)(C)CC1=O	-4	0.6	107	100	-4	16	-8	-6	100	8	-6
Cc1nc2ccc(NC(=O)NCc3ccco3)cc2s1	-6	-0.2	99	97	-2	38	-6	-14	99	0	-12
Cn1c(C(=O)N2CCCC(C(=O)c3ccc(C(F)(F)F)cc3)C2)cc(=O)n(C)c1=O (configuration not stated)	-5	0.2	104	102	-5	14	-2	-7	103	1	-9
O=C(Cc1cccs1)N1CCCC(c2nc3c(nnn3Cc3ccccc3Cl)c(=O)[nH]2)C1 (configuration not stated)	-12	0.7	97	102	0	15	-4	-6	105	4	-11

Continued:
compound	Bim-Bcl-2	ABCB1 inh	RGS7-Gao	RGS4-Gao reg	Bcl-W Bim block	GSH bead fluor	Bcl-XL Bim block	Bim-Bcl-B	RGS8-Gao reg	ABCG2 inh	Bim-Bfl-1
O=C(Nc1ccc(Cl)c(Cl)c1)Nc1nnc(CC2=CCCCC2)s1	-8	-0.6	97	102	-9	12	-9	-10	102	-12	-8
Cc1c(Cl)cccc1NC(=O)CCC(=O)NNC(=O)c1ccco1	-1	-6.2	106	108	0	26	-1	-20	105	-5	5
O=C(N/N=C/c1ccccc1O)C1(O)c2ccccc2-c2ccccc21	-5	0.0	97	99	-5	10	-4	-4	100	-2	-5
Cc1ccccc1Oc1ccc(Oc2ccccc2C)nn1	-4	0.2	110	108	0	43	-2	-4	109	2	-9
N/C(Cc1ccc([N+](=O)[O-])cc1)=N\OC(=O)CC1CCCCC1	0	0.7	98	98	-1	10	0	0	102	14	1
CN(C)S(=O)(=O)N1CCC(CCCC2CCN(S(=O)(=O)N(C)C)CC2)CC1	-3	0.6	100	104	-2	16	-3	-5	102	4	0
Cn1c(=O)n(C)c2cc(NS(=O)(=O)c3ccc(Br)s3)ccc21	0	1.1	94	99	0	18	-2	0	98	18	0
CC(=O)Nc1ccc(OCC(O)Cn2nc(C)c(Br)c2C)cc1 (configuration not stated)	-4	0.0	89	88	-9	71	-9	-5	90	3	-2
CCCCNC(=O)C1CCN(S(=O)(=O)N2CCOCC2)CC1	2	1.2	101	98	0	22	0	-4	101	4	0
COCCN(C(C)=O)c1nnc(-c2ccccn2)s1	0	0.9	93	91	-4	16	-3	-1	84	2	3
Cc1ccc(NC(=O)CSc2ccc(-c3ccc4c(c3)OCO4)nn2)cc1F	-8	-0.8	102	102	-5	15	-7	-12	104	-7	-12
CC(=O)Nc1ccc(S(=O)(=O)Nc2ccc(N3CCOCC3)c(F)c2)cc1	-8	0.7	97	98	1	14	-4	-8	100	6	-12
CCOc1ccc(NC(=O)c2ccccc2OC)cc1	0	0.7	101	105	0	7	0	2	104	4	0
O=C(O)c1c(-c2ccccc2)c2oc3ccccc3c2[nH]c1=O	-3	0.9	100	101	2	14	-5	-1	103	4	-13
CCCC(c1nnnn1Cc1ccc(F)cc1)N1CCN(CC)CC1 (configuration not stated)	0	0.1	101	102	0	14	0	1	103	0	-3
CCOC(=O)N1CCc2c(sc3c2c(=O)n(Cc2ccccc2)c(=O)n3Cc2ccc(C)cc2)C1	0	13	97	95	-5	16	-3	-7	100	18	-1
COc1cccc(N2CCN(CC(=O)Nc3nc4c(s3)CC(C)CC4)CC2)c1 (configuration not stated)	-5	1.0	100	99	-4	12	-5	-2	104	5	-1

Records above shown as hits in GSH bead fluor.
Compound,Bim-Bcl-2,RGS7-Gao,RGS4-Gao reg,Bcl-W Bim block,GSH bead fluor,Bcl-XL Bim block,Bim-Bcl-B,RGS8-Gao reg,Bim-Bfl-1
COc1ccccc1NC(=O)Nn1cnnc1,0,91,93,0,242*,-2,3,95,1

Another view of part of the listing above.
Below each compound: Bim-Bcl-2	ABCB1 inh	RGS7-Gao	RGS4-Gao reg	Bcl-W Bim block	GSH bead fluor	Bcl-XL Bim block	Bim-Bcl-B	RGS8-Gao reg	ABCG2 inh	Bim-Bfl-1
CC(=O)Nc1ccc(OCC(O)Cn2nc(C)c(Br)c2C)cc1 (configuration not stated)
→ -4	0.0	89	88	-9	71	-9	-5	90	3	-2
CCCCNC(=O)C1CCN(S(=O)(=O)N2CCOCC2)CC1
→ 2	1.2	101	98	0	22	0	-4	101	4	0
